# Screens as filed in PubChem BioAssay.
# OXTR potentiate = potentiators of human oxytocin receptor; P30559; CHO-OTR cells, Fluo-8 calcium fluorescence, potentiator mode; 0% = oxytocin EC15, 100% = EC100; activation, % at 3 µM; hit rate 0.061% among 320,000;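 active = activation above that plate's cutoff, the mean activation of tested compounds plus 3 SD, cut at about 6.6% in these data, passing the limit was not always enough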;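 note: 100% uses oxytocin at 75 nM as the full agonist control; some results filed as inactive read as strong as hits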
# Target sequence (P30559 whole entry, looked up): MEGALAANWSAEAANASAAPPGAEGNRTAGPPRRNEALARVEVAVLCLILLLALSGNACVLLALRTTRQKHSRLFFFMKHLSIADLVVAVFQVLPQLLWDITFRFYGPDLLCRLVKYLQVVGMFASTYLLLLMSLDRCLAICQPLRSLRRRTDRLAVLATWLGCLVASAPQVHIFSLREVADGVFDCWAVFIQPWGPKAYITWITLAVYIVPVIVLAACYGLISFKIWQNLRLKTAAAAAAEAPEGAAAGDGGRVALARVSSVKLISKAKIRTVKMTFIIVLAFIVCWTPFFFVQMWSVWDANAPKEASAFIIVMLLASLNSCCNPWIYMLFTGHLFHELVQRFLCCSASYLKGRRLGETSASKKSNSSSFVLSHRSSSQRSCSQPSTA
#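 Measured by – Fluo-8 calcium dye fluorescence · Test system – human OTR in CHO cells · Dosing – one concentration, 3.0 µM compound · Controls – EC15 oxytocin alone as 0%, 75 nM oxytocin as 100% · Evaluation – normalized max/min fluorescence ratio, % activation · Timing – 6 min pre-incubation, 100 s read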
# TAAR1 antag = human TAAR1 antagonism. Q96RJ0. CHO RD-HGA16 TAAR1, Fluo-8 calcium fluorescence, antagonist. inhibition, % at 3 µM. hit rate 1.5% among 360,000;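 active = inhibition above a per-plate cutoff, the mean inhibition of test compounds on that plate plus 3 SD, cut at about 49% in these data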;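 note: 0% = DMSO plus EC80 beta-PEA response and 100% = DMSO alone without agonist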
# Target sequence (Q96RJ0 whole entry, looked up): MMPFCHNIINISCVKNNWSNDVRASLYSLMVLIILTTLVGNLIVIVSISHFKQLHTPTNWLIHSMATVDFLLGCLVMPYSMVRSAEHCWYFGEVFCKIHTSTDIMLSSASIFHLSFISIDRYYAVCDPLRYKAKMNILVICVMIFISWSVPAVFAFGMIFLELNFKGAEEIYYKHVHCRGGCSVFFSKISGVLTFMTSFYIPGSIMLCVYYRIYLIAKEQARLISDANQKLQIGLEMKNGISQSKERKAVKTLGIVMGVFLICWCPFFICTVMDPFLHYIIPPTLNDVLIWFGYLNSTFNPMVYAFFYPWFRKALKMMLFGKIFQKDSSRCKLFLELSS
#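 Assay system: RD-HGA16 CHO cells with stable hTAAR1 and Gα16 / Reagent: EC80 β-phenethylamine stimulus / Doses: 3 µM, single point / Timing: dye loading 75 min at 37 °C, then 30 min room temperature / Measured by: Fluo-8 intracellular calcium dye fluorescence, real-time kinetic reads / Controls: vehicle wells and EC80 agonist wells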
# CHO parental Ca = counter-screen for OX1R antagonists: effect in parental CHO cells; parental CHO-K1, ATP-induced calcium, Fluo-8 fluorescence; inhibition, % at 5.6 µM; hit rate 0.63% among 330,000;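 active = inhibition above that plate's mean sample inhibition plus 3 SD, cut at about 26% in these data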;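 note: 0% = ATP-challenged DMSO wells and 100% = DMSO wells without ATP; some compounds past the cut are filed as inactive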
#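 Material: Parental CHO cells | Reagent: ATP | Compound dosing: Single nominal dose of 5.6 µM per compound | Detection: Intracellular calcium via Fluo-8 no-wash fluorescent dye | Read-out: % inhibition of ATP-induced calcium mobilization | Benchmarks: Low control ATP plus DMSO, high control DMSO only | Replicates: Singlicate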
# V1R ag counter = counter-screen for oxytocin receptor agonists: human V1a receptor agonists. hit rate 0.25% among 320,000. AID 2797. activation, % at 3 µM. CHO-V1R cells, Fluo-8 calcium fluorescence, agonist mode; 0% DMSO, 100% 3 nM vasopressin;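 active = activation above the mean activation of all tested compounds plus 3 SD, per screening run, cut at about 20% in these data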;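 note: signal is peak over basal fluorescence ratio across a 100 second FLIPR read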
# CHO-K1 Ca ag = M1 agonist counterscreen hit in parental CHO-K1 cells. Fluo-8 calcium fluorescence; scaled to maximal ATP response, vehicle zero. activation, % at 3 µM. hit rate 0.48% among 360,000. AID 602248; in the data active = activation above about 15%;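 note: untransfected CHO-K1 host cells lacking M1 receptor as counterscreen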
# CHO-K1 Ca PAM = M1 PAM counterscreen hit in parental CHO-K1 cells. ATP EC20, Fluo-8 calcium fluorescence; 0% at ATP EC20, 100% at ATP max. activation, % at 3 µM. hit rate 0.02% among 360,000. AID 602247;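 active = activation above the run cutoff, the mean activation of all test compounds plus 3 SD, cut at about 40% in these data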;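 note: peak over basal fluorescence ratio in a 140 s read after ATP addition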
# TAAR1 ag = human TAAR1 agonism. Q96RJ0. CHO RD-HGA16 TAAR1, Fluo-8 calcium fluorescence; vehicle wells 0%, saturating PEA agonist 100%. hit rate 0.99% among 360,000. activation, % at 3 µM;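 active = activation above the mean activation of all test compounds in the run plus 3 SD, cut at about 38% in these data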
#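 Assay system – CHO-derived RD-HGA16 cells with stable Gα16 and human TAAR1 · Compound dosing – one-point dosing at 3 µM (nominal) · Incubation – 17-24 h seeding, 75 min 37 °C dye, 30 min RT · Measured by – kinetic Fluo-8 calcium fluorescence · Control set – DMSO vehicle as 0%, PEA at EC100 as 100% · Repeats – single well for each compound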
# CHO-K1 Ca antag = M1 antagonist counterscreen hit in parental CHO-K1 cells; ATP-induced calcium, Fluo-8 fluorescence; inhibition, % at 3 µM; hit rate 0.6% among 360,000; AID 602250;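 active = inhibition above a per-plate cutoff, the plate's mean sample inhibition plus 3 SD, cut at about 24% in these data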;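 note: 0% = DMSO plus EC80 ATP and 100% = DMSO alone without ATP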
# CHRM1 agonist = activates human CHRM1 receptor | CHO-K1 hM1, Fluo-8 calcium fluorescence, agonist mode; 0% DMSO, 100% acetylcholine EC100 | activation, % at 3 µM | hit rate 0.33% among 360,000 | AID 588814;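 active = activation above the run's mean compound activation plus 3 SD, cut at about 16% in these data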;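 note: peak over basal fluorescence ratio within a 140 s kinetic read after compound addition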
# An asterisk follows results filed as active; / = no result given.
# The opening 5 compounds, to show the layout:
# Order of results – OXTR potentiate	TAAR1 antag	CHO parental Ca	V1R ag counter	CHO-K1 Ca ag	CHO-K1 Ca PAM	TAAR1 ag	CHO-K1 Ca antag	CHRM1 agonist
- COc1cc(/C=N/NS(=O)(=O)c2ccc(C)c([N+](=O)[O-])c2)ccc1O
    -4	-27	3	-0.8	4.0	15	1	-12	-5
- Cc1cc(=O)[nH]c(Nc2c(C)n(C)n(-c3ccccc3)c2=O)n1
    -5	7	-1	0.7	0.7	18	7	-14	-2
- CNC(=O)c1ccsc1NC(=O)CCS(=O)(=O)c1ccc(Cl)cc1
    -2	-8	1	3.5	1.0	12	1	-6	1
- CSc1ccc(CCNC(=O)CSc2ccsc2[N+](=O)[O-])cc1
    -11	7	-13	0.5	0.2	-6	9	7	-1
- Cc1nn(-c2ccccc2)c(CC(C)(C)C(=O)O)c1C(=O)O
    -10	14	-4	0.7	0.1	-2	7	-3	0

# Main list, from the first entry:
# Order of results – OXTR potentiate	TAAR1 antag	CHO parental Ca	V1R ag counter	CHO-K1 Ca ag	CHO-K1 Ca PAM	TAAR1 ag	CHO-K1 Ca antag	CHRM1 agonist
- COc1cc(/C=N/NS(=O)(=O)c2ccc(C)c([N+](=O)[O-])c2)ccc1O
    -4	-27	3	-0.8	4.0	15	1	-12	-5
- Cc1cc(=O)[nH]c(Nc2c(C)n(C)n(-c3ccccc3)c2=O)n1
    -5	7	-1	0.7	0.7	18	7	-14	-2
- CNC(=O)c1ccsc1NC(=O)CCS(=O)(=O)c1ccc(Cl)cc1
    -2	-8	1	3.5	1.0	12	1	-6	1
- CSc1ccc(CCNC(=O)CSc2ccsc2[N+](=O)[O-])cc1
    -11	7	-13	0.5	0.2	-6	9	7	-1
- Cc1nn(-c2ccccc2)c(CC(C)(C)C(=O)O)c1C(=O)O
    -10	14	-4	0.7	0.1	-2	7	-3	0
- O=C(c1ccccc1)c1ccc(N2CCN(C(=O)c3ccc(F)cc3F)CC2)c(F)c1
    /	39	/	/	9.3	6	2	-11	1
- CC(OC(=O)c1cc(=O)[nH]c2ccccc12)C(=O)N1C(C)CCCC1C (configuration not stated)
    4	15	-18	0.5	0.2	23	-3	-16	-1
- COc1ccc(S(=O)(=O)N(CC(=O)NCc2ccncc2)c2ccc(C)cc2)cc1Br
    -11	27	-23	4.1	4.4	2	7	-9	-5
- CCOC(=O)N1CCN(C(=O)CSCC(=O)Nc2nc(-c3ccc(-c4ccccc4)cc3)cs2)CC1
    -10	70*	91*	8.6	8.2	8	8	7	4
- CCC(=O)Nc1ccc(NCc2cccs2)cc1
    -4	-3	-7	1.3	1.3	25	3	-11	-4

# Order of results – OXTR potentiate	TAAR1 antag	CHO parental Ca	V1R ag counter	CHO-K1 Ca ag	CHO-K1 Ca PAM	TAAR1 ag	CHO-K1 Ca antag	CHRM1 agonist
- CCC(CC)C(=O)N(C)c1c(C)nc2c(OCc3cccc(OC)c3)cccn12
    /	-11	/	/	1.4	4	2	-3	-6
- COC(=O)Nc1ccc(S(=O)(=O)N(C)CC(F)(F)C(F)F)cc1
    -6	10	-6	0.1	0.2	-5	7	1	0
- O=C(COc1ccccc1)NNc1nc2c(F)cc(F)cc2s1
    -10	15	0	-0.8	1.2	17	-1	-19	-4
- O=C(/C=C/c1ccccc1Cl)NC1CCS(=O)(=O)C1 (configuration not stated)
    -14	-11	-9	0.5	0.5	22	2	-11	-8
- CC(C)=C[C@@H]1C[C@H](C)[C@H]2CC[C@H](C)c3c(O)c(O)c(C)c1c32
    -5	-2	-13	-0.5	0.0	-2	1	-5	-4
- O=C(NNC(=O)c1ccccc1Cl)c1ccncc1
    -13	-21	-3	0.4	-0.1	1	0	9	-2
- O=C(COC(=O)c1ccccn1)NCCCc1ccccc1
    -9	-11	-32	0.0	2.3	18	-1	-13	-3
- COc1cccc(CC2CC(=O)N(CCc3ccc4c(c3)OCO4)C2=O)c1 (configuration not stated)
    -13	14	-16	3.7	1.9	7	11	0	-2
- CC(=O)c1ccc(C)cc1OC(=O)c1cccc(F)c1
    -1	23	-13	-0.3	3.9	27	0	-13	-9
- C=CCn1c(Cc2cccs2)nnc1SCC(=O)c1cccc(Br)c1
    -18	4	-12	-0.2	2.0	5	8	-1	-3

# Order of results – OXTR potentiate	TAAR1 antag	CHO parental Ca	V1R ag counter	CHO-K1 Ca ag	CHO-K1 Ca PAM	TAAR1 ag	CHO-K1 Ca antag	CHRM1 agonist
- COc1cccc(Cn2c(OCC3CCCO3)nc3c2c(=O)n(C)c(=O)n3C)c1 (configuration not stated)
    -5	-7	-3	0.2	0.0	-3	3	-1	-8
- Cc1cc(C(=O)N/N=C/c2c(C)nn(-c3ccccc3)c2Cl)n[nH]1
    -12	-17	-10	-0.4	0.4	-3	3	5	-2
- Cc1ccc(C(=O)c2ccccc2C(=O)O)s1
    -4	16	-2	0.5	0.4	13	0	-3	-2
- COC(=O)c1scc(C)c1N1C(=O)c2ccccc2C1=O
    -2	-18	-24	1.1	-0.5	-15	-1	6	-2
- C/C(=N\NC(=O)c1ccc(CSc2nncn2C)cc1)c1ccc2ccccc2c1
    -3	8	6	-0.2	0.7	7	1	-7	-10
- Cc1ccc(C2=NN(C(=O)CCC(=O)O)C(c3ccc4c(c3)OCO4)C2)cc1 (configuration not stated)
    5	2	-5	2.5	1.1	10	5	-7	-3
- Cn1c(=O)[nH]c(=O)c2c1nc(N1CCN(c3ccccc3)CC1)n2CCSc1ncccn1
    -8	9	-8	0.0	1.8	-11	10	12	2
- c1ccc(C2CC(c3ccccc3)n3ncnc3N2)cc1 (configuration not stated)
    -1	-3	-3	0.7	8.5	1	7	-7	-4
- COc1ccc2nc(-c3ccccc3)nc(SCC(=O)NCC3CCCO3)c2c1 (configuration not stated)
    -5	11	-30	0.3	0.8	7	0	2	-3
- CC(C)c1ccc(CNc2ncccn2)cc1
    -10	-20	5	-0.8	0.4	9	0	-2	-8

# Order of results – OXTR potentiate	TAAR1 antag	CHO parental Ca	V1R ag counter	CHO-K1 Ca ag	CHO-K1 Ca PAM	TAAR1 ag	CHO-K1 Ca antag	CHRM1 agonist
- CCSc1nnc([C@@H]2CCCN2C(=O)OC(C)(C)C)o1
    -8	4	-2	0.1	1.0	12	11	-9	-4
- CCC(=O)c1ccc(CCCCCC(=O)O)s1
    4	5	-7	3.8	0.1	-2	1	1	-3
- Cn1c2ccccc2c2c(C(=O)NCc3ccco3)cn(C3CCCCC3)c(=O)c21
    -7	33	-30	-1.1	2.0	10	12	-11	-5
- O=C(CCNS(=O)(=O)c1ccccc1)NNC(=O)COc1ccccc1F
    -3	-17	-4	1.2	0.6	7	3	-12	-1
- CCOc1ccc2nc(NC(=O)CN3CCN(c4ccccn4)CC3)sc2c1
    -13	-5	-34	4.0	/	/	4	/	/
- CC1CC(C)CN(C(=O)c2ccc(S(=O)(=O)N3CCCCC3)cc2)C1 (configuration not stated)
    -11	-1	-7	2.1	-0.3	3	2	-5	-5
- Cc1cnc(C(=O)Oc2cccc(Cl)c2Cl)cn1
    -10	-11	0	2.8	2.9	6	9	-3	3
- CCOCCCNC(=O)CCNC(=O)c1cc(OC)c(OC)c(OC)c1
    -5	10	-1	0.0	-0.1	6	10	-1	-2
- COc1cnc(-c2ccccc2)c(-c2ccccc2)n1
    -2	-4	-7	-1.1	1.0	5	12	2	-4
- O=C(CN1CCOCC1)N1c2ccccc2Sc2ccc(Cl)cc21
    /	-1	/	/	2.0	24	0	-12	-8

Molecule,OXTR potentiate,TAAR1 antag,CHO parental Ca,V1R ag counter,CHO-K1 Ca ag,CHO-K1 Ca PAM,TAAR1 ag,CHO-K1 Ca antag,CHRM1 agonist
Cc1cc(/C=C2\SC(=S)NC2=O)c(C)n1-c1ccc(O)cc1,-7,-41,5,2.9,1.4,-1,24,-2,-1
CC1=C(C(=O)OCc2ccc3c(c2)OCO3)C(c2ccc(Cl)cc2)NC(=O)N1 (configuration not stated),-11,-9,-7,1.6,3.9,4,7,-18,-1
Cc1cccnc1NC(=O)CCc1nnc2ccc(N3CCC4(CC3)OCCO4)nn12,2,-17,6,1.2,0.4,11,1,-1,-5
CCN1C(=O)[C@H]2[C@@H](c3ccc(-c4ccc(OC)cc4)c(OC)c3)N3CCCC[C@@]3(C(=O)OC)[C@H]2C1=O,-12,8,-15,1.5,0.2,13,2,-17,0
Cc1ccc(N(CC(=O)NCc2ccc3c(c2)OCO3)C(=O)CCC(=O)Nc2ccccn2)cc1,-13,1,-17,0.6,0.7,12,16,0,-3
O=C1C2C3C=CC(CC3)C2C(=O)N1/N=C/c1ccccc1O (configuration not stated),0,0,-2,1.0,1.2,23,-2,-24,-1
COc1cccc(C(=O)C2CCCN(C(=O)c3cccc(C#CC(C)(C)O)c3)C2)c1 (configuration not stated),2,6,-16,2.0,4.4,0,3,-6,-5
COc1cc2c(cc1OC)C(NC(=O)c1ccc(C)cc1)CC2=O (configuration not stated),-1,-5,-2,1.5,1.1,-1,1,-12,-3
O=C(/C=C\c1ccco1)Nc1nc(-c2ccccc2)cs1,-10,-42,-6,0.5,0.1,19,1,-11,-3
CCNC(=O)C1(C)CCCN(Cc2csc(-c3ccc(Cl)cc3)n2)C1 (configuration not stated),/,-3,/,/,1.0,10,0,0,-8

Molecule,OXTR potentiate,TAAR1 antag,CHO parental Ca,V1R ag counter,CHO-K1 Ca ag,CHO-K1 Ca PAM,TAAR1 ag,CHO-K1 Ca antag,CHRM1 agonist
Cc1c(NC(=O)c2cccc(NC(=O)COc3cccc(Br)c3)c2)c(=O)n(-c2ccccc2)n1C,-4,37,-10,2.5,7.1,-7,16,-2,-3
CC(=O)c1ccc(-n2c(SCC(=O)c3c[nH]c4ccccc34)nc3ccccc3c2=O)cc1,-3,48,-5,1.7,5.0,1,6,7,-4
CCOc1ccc(CN2CCN(Cc3ccsc3)C(CCO)C2)cc1CO (configuration not stated),-9,-12,-8,0.0,0.5,5,10,2,-12
O=C(NCc1ccc2c(c1)OCO2)C1CCCN1C(=O)Nc1ccc(F)cc1 (configuration not stated),0,-11,-11,0.1,0.0,0,2,4,-1
CC1(C)Nc2cccc3cccc(c23)N1,/,1,/,/,0.5,13,0,-12,-1
COc1ccccc1-c1n[nH]nc1C1=CC(=O)CC(C)(C)C1,/,-19,/,/,1.1,14,2,-12,-3

# Rows are unselected; about 3.3% have a hit in one of these screens.
